# From PubChem
# TMEM16A inh – blocks the mouse calcium-activated chloride channel TMEM16A. HEK293 TMEM16A/YFP iodide influx fluorescence, ionomycin. normalized B-score (activity score, 25-100; higher = stronger inhibition) at 10 µM. 1.2% of 310,000 active. AID 588511. Q8BHY3;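 active = ratio plate-corrected score three or more library SD toward inhibition, starting fluorescence score within five deviations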;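 note: score derived from kinetic fluorescence span divided by baseline fluorescence per well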
# Target sequence (Q8BHY3 whole entry, looked up): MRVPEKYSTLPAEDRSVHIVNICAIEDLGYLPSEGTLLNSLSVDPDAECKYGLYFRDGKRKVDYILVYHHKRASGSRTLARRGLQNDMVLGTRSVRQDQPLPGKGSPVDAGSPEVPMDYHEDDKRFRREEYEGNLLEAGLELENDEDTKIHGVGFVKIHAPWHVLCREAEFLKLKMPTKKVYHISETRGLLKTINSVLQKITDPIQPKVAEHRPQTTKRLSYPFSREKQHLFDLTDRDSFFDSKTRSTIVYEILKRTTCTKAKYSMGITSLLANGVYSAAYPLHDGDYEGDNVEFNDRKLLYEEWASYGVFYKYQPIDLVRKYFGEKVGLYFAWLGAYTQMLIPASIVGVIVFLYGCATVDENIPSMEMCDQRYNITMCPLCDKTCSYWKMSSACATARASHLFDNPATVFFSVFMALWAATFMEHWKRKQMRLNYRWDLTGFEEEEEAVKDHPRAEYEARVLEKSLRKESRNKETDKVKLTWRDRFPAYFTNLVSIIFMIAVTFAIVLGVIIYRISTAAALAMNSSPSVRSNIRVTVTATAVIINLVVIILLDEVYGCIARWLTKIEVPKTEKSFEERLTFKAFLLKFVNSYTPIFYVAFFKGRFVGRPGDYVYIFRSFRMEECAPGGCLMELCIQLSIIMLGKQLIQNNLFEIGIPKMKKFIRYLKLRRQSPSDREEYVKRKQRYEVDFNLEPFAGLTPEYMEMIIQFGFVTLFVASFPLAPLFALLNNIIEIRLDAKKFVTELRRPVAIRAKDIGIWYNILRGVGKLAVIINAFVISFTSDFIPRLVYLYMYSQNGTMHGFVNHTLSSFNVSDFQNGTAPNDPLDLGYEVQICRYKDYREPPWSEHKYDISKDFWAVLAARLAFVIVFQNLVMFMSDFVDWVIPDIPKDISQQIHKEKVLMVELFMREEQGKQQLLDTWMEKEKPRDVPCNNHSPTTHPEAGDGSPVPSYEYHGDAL
# TMEM16A act – activators or potentiators of mouse TMEM16A chloride channel; 0.3% of 340,000 active; Q8BHY3; HEK293 TMEM16A/YFP-H148Q/I152L, iodide quench fluorescence; hits give low values; B-score at 10 µM;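 active = fluorescence-ratio B-score plate-corrected deviation score at least 3 library SD below zero, with starting fluorescence score within 5 deviations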;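 note: channel opened by trigger with iodide after compound preincubation; score built on the fluorescence ratio of max minus min over baseline; more negative score means more quench and so TMEM16A activation or potentiation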
# TRPC6 activator – activates the mouse TRPC6 cation channel; Q61143; HEK293-TRPC6 membrane potential dye fluorescence; hits give high values; B-score at 10 µM; 0.13% of 310,000 active; AID 2550;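 active = B-score of the integrated fluorescence ratio above library mean plus 3 SD, and starting fluorescence ratio within library mean plus 5 SD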;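 note: higher score means more depolarization so channel activation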
# RGS4 inh – inhibitors of human RGS4; B-score at 10 µM; HEK293 M3R/RGS4 inducible, Fluo-4 calcium flux; hits give high values; triggered by carbachol at its EC20; 0.45% of 310,000 active; AID 463165;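 active = B-score, a plate-corrected calcium signal, over three deviations above library mean, with baseline fluorescence within five deviations of library mean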;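 note: RGS4 expression induced by doxycycline in cells with stable M3 receptor; B-score is computed from the integrated fluorescence ratio over baseline after carbachol; higher B-score means a larger calcium signal and so more RGS4 inhibition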
# MrgX1 agonist – activates human MrgX1 receptor signaling | Q96LB2 | MrgX1-HEK293 cells, Fluo-4 calcium fluorescence, agonist mode; hits give high values | B-score at 10 µM | 0.44% of 310,000 active;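 active = calcium response B-score plate-corrected fluorescence ratio at least 3 library SD, with starting fluorescence B-score inside 5 SD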
#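 Test system: HEK293 cells stably expressing human MrgX1 receptor; Input: fifteen thousand cells per well; Dosing: compound delivered in addition one of three; Schedule: overnight seeding, then 1 h dark dye loading; Technique: Fluo-4 NW calcium fluorescence; Measure: B-scored fluorescence response ratio; Controls: positive and negative controls per plate.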
# HDAC3 inhib – inhibitors of human histone deacetylase 3; recombinant HDAC3, fluorogenic peptide/trypsin coupled, fluorescence; O15379; 0.15% of 320,000 active; inhibition, % at 8.3 µM; in the data active = inhibition above about 26%, passing the limit was not always enough; inconclusive = no clear call, values can overlap the other calls
# SKKanGAS inh – SKKanGAS growth inhibition. 1.3% of 300,000 active. inhibition, % at 7.5 µM. S. pyogenes SKKanGAS, kanamycin growth, BacTiter-Glo, 6 h. AID 1662;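 active = mean replicate score, as percent of positive control median, at least 50; inconclusive = mean below 50 but one replicate at or above 50; inactive = mean and every replicate below 50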;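 note: strain carries kanamycin resistance gene driven by streptokinase promoter and grows in 40 µg/ml kanamycin; loss of luminescence reflects streptokinase promoter inhibition or plain growth inhibition; 0% = median of DMSO wells and 100% = positive control at its reference dose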
# MrgX1 allo act – allosterically activates human MrgX1 receptor signaling | 0.63% of 310,000 active | MrgX1-HEK293, Fluo-4 calcium flux, FDSS; hits give high values | Q96LB2 | B-score at 10 µM | AID 588675;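 active = plate-corrected calcium response at least 3 library SD above typical, normal starting fluorescence, not activating the receptor alone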;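 note: compound read alongside a low EC10 to EC30 dose of BAM8-22 agonist; peak minus trough fluorescence over baseline measured at the second addition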
# MrgX1 antag – human MrgX1 receptor antagonism, primary screen | Q96LB2 | MRGX1-HEK293 calcium flux, Fluo-4, BAM8-22 antagonism; hits give low values | B-score at 10 µM | 1.3% of 310,000 active | AID 588676;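 active = calcium-response B-score plate-corrected more than 3 library SD below zero, starting fluorescence within 5 deviations, no agonist response on first addition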;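 note: peak minus trough fluorescence over baseline after final BAM8-22 challenge near maximal dose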
# RGS4 act – RGS4 potentiation or activation. 0.92% of 310,000 active. AID 463111. HEK293 M3R/inducible RGS4, carbachol calcium flux Fluo4; hits give low values. B-score at 10 µM;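 active = B-score of the integrated calcium signal more than 4 SD below the library mean, with starting fluorescence not abnormally high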;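 note: negative B-score means reduced calcium response which marks RGS4 activation or potentiation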
#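 Assay system: HEK293 FlpIn-TREx cells, stable M3R, doxycycline-inducible RGS4 / Probe or stimulus: carbachol, ECmax concentration / Times: overnight RGS4 induction, 30 min dye load 37 °C, 20 min compound RT / Signal: kinetic calcium fluorescence imaging with Fluo4-AM dye, 2 µM / Measure: Agonist-evoked peak-minus-minimum fluorescence over baseline, integrated ratio, B score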
# TRPC6 inh – inhibitors of mouse TRPC6 channel. 1.1% of 310,000 active. AID 2553. B-score at 10 µM. Q61143. HEK293-TRPC6, membrane potential dye, ACh-evoked depolarization; hits give low values;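 active = B-score under library mean minus 3 SD, initial fluorescence not abnormally high, positive integrated signal ratio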;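 note: B-score derived from integrated fluorescence ratio over the kinetic read; more negative B-score means stronger inhibition of depolarization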
# Starred values were filed as active, the others as inactive; i = inactive; ? = inconclusive; nt = not tested or not shown.
SMILES,TMEM16A inh,TMEM16A act,TRPC6 activator,RGS4 inh,MrgX1 agonist,HDAC3 inhib,SKKanGAS inh,MrgX1 allo act,MrgX1 antag,RGS4 act,TRPC6 inh
Cc1nc(C(Cl)(Cl)Cl)nc2[nH]ccc(=O)c12,i,i,i,i,i,-10,11,i,i,i,i
CCN(CC)c1ccc(NC(=O)COC(=O)/C=C/c2nc3ccccc3s2)cc1,i,i,i,i,i,2,1,i,i,i,i
C/C(CC(=O)Nc1ccc(OCc2ccccc2)cc1)=N\NC(=O)C(=O)Nc1ccc(C)c(Cl)c1,i,i,i,i,i,-1,4,i,i,i,i
CC1CCN(S(=O)(=O)c2ccc3c(c2)oc(=O)n3C)CC1,i,i,i,i,i,1,6,i,i,i,i
COCCN1CCN(C(=O)c2cc(COc3cncc(Cl)c3)on2)CC1,i,i,i,i,i,2,2,i,i,i,i
O=C(COC(=O)C1CC(=O)N(c2ccccc2)C1)c1ccccc1 (centres undefined),i,i,i,i,i,-3,0,i,i,i,i
CC(C)(C)C(=O)Nc1ncccc1C(O)c1cccc(C(F)(F)F)c1 (centres undefined),i,i,i,i,i,-4,-12,i,i,i,i
COc1ccc(C2CC(=O)c3cnc(NC(=O)c4ccco4)nc3C2)cc1 (centres undefined),i,i,i,i,i,-2,-7,i,i,i,i
CC1=NCCN1S(=O)(=O)c1cc([N+](=O)[O-])ccc1Cl,i,i,i,i,i,-3,3,i,i,i,i
COC(=O)c1ccc(C(C(=O)NC2CCCCC2)N(C(=O)Cc2cccs2)C2CC2)cc1 (centres undefined),i,i,i,i,i,-2,1,i,i,i,i
Cc1[nH]nc(-c2ccc(O)cc2O)c1Oc1ccccc1,100*,i,i,i,28*,6,-8,i,i,i,i
CCCSCCCNC(=O)Cn1cc2c(n1)CCC(C)C2 (centres undefined),i,i,i,i,i,-1,-5,i,i,i,i
CC1(C)Cc2c(ccc3ccccc23)-c2nnc(-c3cccnc3)n21,i,i,i,i,i,-5,3,i,i,i,i
COc1ccccc1N(CC(O)COc1c(C)cc(C)cc1C)S(=O)(=O)c1ccccc1 (centres undefined),i,i,i,i,i,-6,18,7.9*,i,i,i
NC(=O)C1CCN(C(=O)Cc2ccc(-c3ccccc3)cc2)CC1,i,i,i,i,i,-10,-6,i,i,i,i
Cn1cnc2ccc([N+](=O)[O-])cc2c1=O,i,i,i,i,i,2,2,i,i,i,i
CC(=O)Oc1ccc(/C=C2/CCc3ccccc3C2=O)cc1,i,i,i,i,i,-3,35,i,i,i,i
CCCn1c(C(C)Nc2nc(-c3cc(Cl)c(N)c(Cl)c3)cs2)nc2cc(Cl)c(N3CCCCC3)cc21 (centres undefined),i,i,i,i,i,-3,24,i,i,i,i
CC(Cn1nnc2ccccc21)C(=O)O (centres undefined),i,i,i,i,i,-10,-12,i,i,i,i
O=C(CSc1cn[nH]n1)Nc1ccccc1F,i,i,i,i,i,nt,18,i,i,i,i
COc1ccc(CC(=O)N/N=C(\C)c2cccs2)cc1OC,i,i,i,i,i,4,nt,i,i,i,i
Cc1cc(-c2nnc(CCC(=O)NCc3cccc(C(F)(F)F)c3)o2)no1,i,i,i,i,i,-2,5,i,i,i,i
CCCCc1nc2c(C)c(N)cnc2n1Cc1cccc([N+](=O)[O-])c1,i,i,i,i,i,nt,12,i,i,i,i
O=C(OCC(=O)c1c[nH]c2ccccc12)c1ccc([N+](=O)[O-])s1,i,i,i,i,i,2,15,i,i,i,i
O=C1CC(c2ccc(Cl)cc2)n2nc(N3C(=O)c4ccccc4C3=O)nc2N1 (centres undefined),i,i,i,i,i,-9,7,i,i,i,i

# Continuation.
SMILES,TMEM16A inh,TMEM16A act,TRPC6 activator,RGS4 inh,MrgX1 agonist,HDAC3 inhib,SKKanGAS inh,MrgX1 allo act,MrgX1 antag,RGS4 act,TRPC6 inh
CN1CCSc2ccc(C(=O)Nc3cccc(F)c3)cc21,i,i,i,i,i,-20,-15,i,i,i,i
CCSc1sccc1C1C(C#N)=C(N)N(c2cccnc2)C2=C1C(=O)CC(C)(C)C2 (centres undefined),i,i,i,i,i,-1,1,i,i,i,i
CCc1nc(Nc2ccc3c(c2)OCO3)c2oc3ccccc3c2n1,i,i,i,i,i,1,12,i,i,i,i
Cc1cc(C(=O)Nc2ccccc2C(F)(F)F)no1,i,i,i,i,i,-2,-5,i,i,i,i
CCOc1cc(C(=O)Nc2cc3c(cc2N2CCOCC2)n(C)c(=O)n3C)cc(OCC)c1OCC,i,i,i,i,i,-3,4,i,i,i,i
Cc1ccc(-c2n[nH]c3c2C(c2ccccc2)N(c2ccc(C(=O)O)cc2)C3=O)cc1 (centres undefined),i,i,i,i,i,0,-1,i,i,i,i
COc1ccc(NC(=S)N2CCN(Cc3cccc(F)c3)CC2)c(OC)c1,i,i,i,i,i,-3,1,i,i,i,i
Cc1ccccc1NC(=O)CSC(N)=O,i,i,i,i,i,-1,-4,i,i,i,i
O=C(Nc1ccc(N2CCOCC2)nc1)c1c(F)cccc1F,i,i,i,i,i,5,-1,i,i,i,i
CCOc1cc(-c2nc(-c3ccccc3OC)no2)cc(OCC)c1OCC,i,i,i,i,i,3,2,i,i,i,i
O=C(c1ccccc1)N(NC(=O)C(O)(c1ccccc1)c1ccccc1)c1cccc(F)c1,i,i,i,i,i,10,9,i,i,i,i
O=S(=O)(c1ccc(Cl)cc1)n1ccc(-c2cccc(OCc3c(F)cccc3Cl)c2)n1,i,i,i,i,i,3,-4,i,i,i,i
C=CCNC(=O)c1ccc(-n2cccc2)cc1,i,i,i,i,i,?,2,i,-8*,i,i
C[N+](C)(CCCCCC[N+](C)(C)CCCN1C(=O)c2cccc3cccc(c23)C1=O)CCCN1C(=O)c2cccc3cccc(c23)C1=O,i,i,nt,nt,i,1,nt,i,i,nt,nt
COc1ccc(OC)c(C(=O)NC(CC(N)=O)c2ccc(N3CCCCCC3)c([N+](=O)[O-])c2)c1 (centres undefined),i,i,i,i,i,7,8,i,i,i,i
O=C(NCC(c1ccco1)N1CCc2ccccc21)c1c(F)cccc1F (centres undefined),i,i,i,i,i,-2,2,i,i,i,i
CC(=O)c1cccc(NC(=O)N2CCCC2C(=O)NCc2ccc(C)cc2)c1 (centres undefined),i,i,i,i,i,-3,4,i,i,i,i
CC1=C(C(=O)Nc2ccc(F)cc2)C(c2ccncc2)C2=C(CCCC2=O)N1 (centres undefined),i,i,i,i,i,4,-10,i,i,i,i
CCCOc1cccc(C2C(C(=O)c3cc4ccccc4o3)=C(O)C(=O)N2c2cc(C)on2)c1 (centres undefined),i,i,i,i,i,5,-4,i,i,i,i
O=S(=O)(CCc1ccncc1)Cc1ccc2c3c(cccc13)CC2,i,i,i,i,i,-3,-9,i,i,i,i
O=C(/C=C/c1cccs1)N1CCN(c2ccc(F)cc2)CC1,i,i,i,i,i,-1,-5,i,i,i,i
O=C(CSc1nnc(CNc2ccc(F)cc2)o1)OC1CCCCC1,i,i,i,i,i,7,2,i,i,i,i
Cc1[nH]c(-c2ccc(F)cc2)cc1C(=O)N1CCN(c2ccccc2F)CC1,i,i,i,i,i,-4,46,i,i,i,i
CC(C)Cn1c(-c2cccs2)nc2nc3ccccc3nc21,i,i,i,i,i,-113,2,i,i,i,i
O=C(COC(=O)c1c(F)cccc1Cl)NC1CCCC1,i,i,i,i,i,4,-12,i,i,i,i

# (cont.)
SMILES,TMEM16A inh,TMEM16A act,TRPC6 activator,RGS4 inh,MrgX1 agonist,HDAC3 inhib,SKKanGAS inh,MrgX1 allo act,MrgX1 antag,RGS4 act,TRPC6 inh
O=C(NCc1ccccc1)C(c1ccc(F)cc1)N(C(=O)c1csnn1)c1ccccc1 (centres undefined),i,i,i,i,i,1,1,i,i,i,i
Cc1cc(CNC(=O)C2CCC(=O)N(Cc3cccc(C(F)(F)F)c3)C2)no1 (centres undefined),i,i,i,i,i,3,-3,i,i,i,i
CCC(NS(=O)(=O)c1c(C)[nH]c(=O)[nH]c1=O)C12CC3CC(CC(C3)C1)C2 (centres undefined),i,i,i,i,i,3,5,i,i,i,i
O=C(CCCCl)NC1=NN(c2ccccc2)C(=O)C1,i,i,nt,nt,i,-1,nt,i,i,nt,nt
COc1ccc(-c2c[n+]3c(n2-c2ccccc2)SCC3)cc1OC,i,-29*,i,i,i,-1,-5,i,i,i,i
CCc1ccc(CN(C)C(=O)CCc2nnc(COc3ccccc3)o2)cc1,i,i,i,i,i,9,-11,i,i,i,i
Fc1ccc(Sc2ccccc2CNC2=NCCN2)cc1,i,i,i,i,i,10,-8,i,i,i,i
CC(C)n1nc(C(=O)Oc2cccc(Cl)c2Cl)c2ccccc2c1=O,i,i,i,i,i,3,-4,i,i,i,i
COc1cccc2cc(C(=O)NCc3ccc(F)cc3)c(=N)oc12,i,i,i,i,i,2,-4,i,i,i,i
CC(C)(C)NC(=O)CN(Cc1cccnc1)C(=O)c1csnn1,i,i,i,i,i,5,-7,i,i,i,i
O=C(Cn1cccn1)c1ccccc1,i,i,i,i,i,-2,5,i,i,i,i
COCCn1c(C)cc(C(=O)COC(=O)CNC(=O)c2ccccc2)c1C,i,i,i,i,i,-7,2,i,-5*,i,i
Cc1c(CC(=O)NCC(=O)NCC(=O)O)c(=O)oc2cc3c(cc12)CCC(C)(C)O3,i,i,i,i,i,-117,1,i,i,i,i
O=c1cc(N2CCc3ccccc3C2)[nH]c(=O)n1-c1ccc(Cl)cc1,i,i,i,i,i,3,2,i,i,i,i
CCc1nnc(NC(=O)CSc2nnc(-c3ccoc3C)n2-c2ccc(C)cc2)s1,i,i,i,i,i,0,8,i,i,i,i
Clc1cc(Br)ccc1OCCN1CCOCC1,i,i,i,i,i,4,-6,i,i,i,i
CC(=O)c1ccc(NC(=O)CSc2nnc(-c3ccoc3C)n2Cc2ccccc2)cc1,i,i,i,i,i,7,-3,i,i,i,i
Cc1cccn2c(=O)c3cc(S(=O)(=O)c4ccccc4)c(=N)n(Cc4ccco4)c3nc12,i,i,i,i,i,-65,3,i,i,i,i
